Bcl-xL primary – Bcl-xL (human) inhibition; inhibition, % at 10.9 µM; 0.7% of 320,000 active; GST-Bcl-xL / FITC-Bim BH3 peptide fluorescence polarization; Q07817;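 active = inhibition above the mean of all tested compounds plus 3 SD, cutoff set per campaign, cut at about 30% in these data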;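 note: 0% = DMSO wells and 100% = unlabeled Bim-BH3 peptide competitor; inhibitors lower millipolarization by displacing the labeled peptide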
Fam108B counter – blocks mouse Fam108B hydrolase in RBBP9 counter-screen. recombinant Fam108B, FP-Rh probe fluorescence polarization. inhibition, % at 9.51 µM. 0.33% of 300,000 active;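 active = inhibition above the screen mean inhibition plus 3 SD, computed separately per campaign, cut at about 18% in these data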;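 note: inhibitors lower polarization as less probe binds the enzyme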
PME-1 primary – PME-1 (human) inhibition. recombinant PME-1, FP-Rh probe fluorescence polarization. inhibition, % at 5.9 µM. 0.53% of 320,000 active. AID 2130;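 active = inhibition above the campaign mean of all compounds plus 3 SD, cut at about 26% in these data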;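 note: competitive labeling of PME-1 active site by serine hydrolase directed probe; 0% = PME-1 with DMSO and 100% = wells lacking PME-1 enzyme; inhibitors block probe labeling so polarization falls and inhibition rises; many of its hits are not listed in these tables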
GRK2 inh – inhibitors of human GRK2 displacing RNA aptamer; P25098; bead flow cytometry, FAM-aptamer displacement from GRK2; inhibition of aptamer binding, % at 10 µM; 0.59% of 330,000 active;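 active = inhibition of aptamer binding above 40%, roughly 3 SD of noise, on plates passing a quality check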;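 note: median bead fluorescence of bound FAM aptamer so fluorescent compounds give negative values; no value below 0 was filed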
Target sequence (P25098 whole entry, looked up): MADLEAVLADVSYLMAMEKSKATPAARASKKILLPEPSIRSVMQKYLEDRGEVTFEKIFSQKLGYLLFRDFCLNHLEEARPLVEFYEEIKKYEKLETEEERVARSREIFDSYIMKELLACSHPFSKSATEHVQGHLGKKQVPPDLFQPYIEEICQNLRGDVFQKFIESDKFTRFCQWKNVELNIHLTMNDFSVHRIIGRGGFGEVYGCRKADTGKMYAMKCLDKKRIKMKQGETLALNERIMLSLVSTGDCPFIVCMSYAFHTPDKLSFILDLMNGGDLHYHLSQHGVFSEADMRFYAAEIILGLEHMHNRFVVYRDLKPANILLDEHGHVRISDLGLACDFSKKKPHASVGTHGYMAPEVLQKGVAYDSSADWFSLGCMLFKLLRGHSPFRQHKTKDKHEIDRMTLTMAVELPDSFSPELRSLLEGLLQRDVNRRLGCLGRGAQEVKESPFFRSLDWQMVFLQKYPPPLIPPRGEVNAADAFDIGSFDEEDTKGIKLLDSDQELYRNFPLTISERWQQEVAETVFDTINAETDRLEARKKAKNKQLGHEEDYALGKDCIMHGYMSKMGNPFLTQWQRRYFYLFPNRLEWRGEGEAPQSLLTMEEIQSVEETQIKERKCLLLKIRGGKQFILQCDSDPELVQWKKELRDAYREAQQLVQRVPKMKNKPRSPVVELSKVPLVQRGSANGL
MEX-5 binding – C. elegans MEX-5 TCR-2 RNA binding activity. Q9XUB2. MEX-5/FITC-TCR2 RNA binding, fluorescence polarization; active compounds read low. activity score (negative = inhibition of binding), % at 10 µM. 0.38% of 300,000 active. AID 1832;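 active = inhibition past about -25% in most replicates, and total fluorescence under double the plate's negative control median, limit read from the data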;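 note: 0% = DMSO and -100% = 5 µM competing unlabeled TCR2 RNA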
MCL1-BIM inh – MCL1-BIM-BH3 interaction inhibition (human) | inhibition, % at 10.9 µM | GST-MCL1 / FITC-Bim-BH3 fluorescence polarization | 0.68% of 320,000 active | Q07820 | AID 2057;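 active = inhibition above the mean inhibition of all tested compounds plus 3 SD, set per campaign, cut at about 40% in these data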;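 note: 0% = DMSO wells and 100% = unlabeled Bim-BH3 peptide control; higher means more loss of mP so more displacement of Bim peptide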
Target sequence (Q07820 whole entry, looked up): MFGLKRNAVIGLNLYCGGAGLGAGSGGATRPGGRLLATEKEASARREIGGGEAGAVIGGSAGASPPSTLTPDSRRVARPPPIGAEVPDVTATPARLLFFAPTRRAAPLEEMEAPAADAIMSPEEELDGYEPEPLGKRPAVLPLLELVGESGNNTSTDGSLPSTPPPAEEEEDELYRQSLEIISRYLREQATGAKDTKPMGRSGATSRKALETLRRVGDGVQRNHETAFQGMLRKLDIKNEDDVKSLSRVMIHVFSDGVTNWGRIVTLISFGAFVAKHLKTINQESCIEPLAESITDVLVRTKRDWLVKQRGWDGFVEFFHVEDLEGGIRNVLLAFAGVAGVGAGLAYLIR
VLA-4 inh – inhibition in a human VLA-4 binding assay | P13612 | VLA-4 expressing cells, ligand binding flow cytometry | inhibition, % (about 7 µM as worked out from the volumes in the protocol) | 0.2% of 330,000 active; in the data active = inhibition above about 50%
GLD-1 RNA inh – GLD-1-TGE RNA interaction inhibition (C. elegans) | Q17339 | purified GLD-1 + fluorescein TGE RNA, fluorescence polarization | inhibition, % at 5.96 µM | 0.44% of 320,000 active;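 active = percent inhibition above a per-plate cutoff, the plate mean of test compounds plus 3 SD, cut at about 30% in these data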;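 note: 0% = DMSO wells with GLD-1 and probe and 100% = wells lacking GLD-1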
Efflux pump mplx – inhibitors of Candida antifungal efflux pumps expressed in yeast; S. cerevisiae Candida pump triplex, Nile Red efflux; inhibition, % at 10 µM; 0.44% of 330,000 active; AID 485275;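 active = plate passing quality check with inhibition over a set limit, or well fluorescence over plate mean plus 4 SD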;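 note: Nile Red retained in pooled yeast measured as flow cytometry median fluorescence; 0% = buffer negative control and 100% = Enniatin B positive control; higher means more Nile Red kept so more efflux inhibition; some compounds called inactive have numbers as strong as hits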
* hit, by the source's call; nt = no result given. Some of the compounds tested (hit frequency here may not be typical).

Each structure is followed by: Efflux pump mplx	MCL1-BIM inh	Fam108B counter	GRK2 inh	PME-1 primary	MEX-5 binding	GLD-1 RNA inh	Bcl-xL primary	VLA-4 inh
- O=C(NCCCn1ccnc1)C(=O)NCC(c1cccnc1)N1CCN(c2ccc(F)cc2)CC1 (stereo unspecified)
    0.0	-1	-49	3	-3	-6.7	-7	4	-140
- CC(C)Oc1cc(S(=O)(=O)N2CCCCC2)ccc1N
    -0.1	1	0	1	0	2.1	0	6	10
- CCOC(=O)CNC(=O)COc1ccc(Cl)cc1Br
    0.1	-2	-1	0	-5	2.4	3	-3	3
- COC(=O)C1=CN(C2CC2)C=C(C(=O)OC)C1c1ccc(C(=O)OC)cc1
    0.0	8	0	0	8	0.0	5	4	31
- COc1ccc(NC(=O)c2cccc(S(=O)(=O)Nc3ccc(Br)cc3)c2)cn1
    -0.3	24	-6	1	-13	-3.1	9	25	19
- CC1CCCCN1S(=O)(=O)c1ccc(C(=O)N(CCCN(C)C)c2nc3cc4c(cc3s2)OCO4)cc1 (stereo unspecified)
    0.0	2	5	1	1	-1.3	-2	0	-4
- O=C1CC(SCCO)C(=O)N1c1ccc(Oc2ccccc2)cc1 (stereo unspecified)
    0.1	6	-2	1	-1	2.8	-1	2	14
- CN(C)C(=O)CNC(=O)CN1C(=O)NC2(CCCc3sccc32)C1=O (stereo unspecified)
    0.0	3	0	2	1	-0.4	-1	1	-4
- COc1ccc(/C=C/C(=O)Nc2ccc(C)c(S(=O)(=O)N3CCOCC3)c2)cc1
    -0.8	nt	nt	0	nt	nt	7	nt	19
- CC(C)(C)NC(=O)C[n+]1ccc(C(N)=O)cc1
    0.5	-1	-1	0	1	2.9	-6	4	15
- Cc1cc2ccccn2c1C(=O)Nc1cccc(Cl)c1
    0.0	-3	1	1	1	1.5	9	0	22
- CC(=O)C1=C(C)NC(SCc2cccc([N+](=O)[O-])c2)=C(C#N)C1c1ccco1 (stereo unspecified)
    -0.1	11	-1	0	7	2.7	2	9	4
- O=[N+]([O-])c1ccc(NC(=S)NCC(c2cccnc2)N2CCOCC2)cc1 (stereo unspecified)
    0.0	7	1	1	3	-2.4	8	12	6
- CCOC(=O)C(=NC1CCS(=O)(=O)C1)NNc1cc(Cl)ccc1Cl (stereo unspecified)
    -0.1	3	10	1	15	-0.2	3	7	6
- O=c1ccn(-c2ccccc2)[nH]1
    -0.1	2	-3	1	-8	-0.1	0	2	3
- CCOc1ccc2oc(=O)cc(CN3CCN(C(=O)c4ccco4)CC3)c2c1
    0.1	-5	7	0	0	-1.7	4	1	-25
- C/C(=N\NC(=O)Cc1ccccc1Cl)c1cccnc1
    -0.1	0	8	1	3	-2.5	-1	1	3
- CN(Cc1nccn1C)C(=O)CCc1nnc(CCC2CCCCC2)o1
    -0.1	2	-2	2	-1	0.5	3	-2	-3
- NC(=O)CCCC1=NS(=O)(=O)c2ccccc2N1
    -0.2	8	1	0	5	-2.0	0	5	6
- COc1ccc(-c2nc3ccccc3c(=O)n2NC(=O)c2cccnc2Cl)cc1OC
    0.0	5	5	2	4	-7.4	5	3	0
- COc1ccc(-n2c(C)cc(/C=C3\C(=N)N4N=C(CC(=O)N5CCOCC5)SC4=NC3=O)c2C)cc1
    0.4	-7	2	1	-2	-2.6	-1	9	-3
- O=C(O)C1(c2ccccc2)CCN(S(=O)(=O)c2ccc(F)c(F)c2)CC1
    -0.1	1	-1	0	-3	-0.4	-10	-1	2
- COc1ncccc1-c1nnn(-c2ccc(Cl)c(Cl)c2)n1
    -0.2	7	0	1	-15	-2.8	3	1	-7
- Cc1cccc(N2C(=O)C3CC3C2=O)c1 (stereo unspecified)
    0.2	7	-1	1	-2	-1.9	4	9	5
- COc1ccc(N2CCN(C(CNC(=O)c3ccc4c(c3)OCO4)c3cccnc3)CC2)cc1 (stereo unspecified)
    -0.1	-5	8	0	1	-2.0	-6	-4	-4
- CCNS(=O)(=O)c1ccc(NC(=O)Nc2ccc3c(c2)OCO3)cc1
    0.2	8	-5	0	9	-1.8	3	5	11
- COc1cccc(C2=NOC(C(=O)NC3CCCCC3)C2)c1 (stereo unspecified)
    0.0	5	2	3	7	-4.5	-3	4	-6
- N/C(CS(=O)(=O)c1ccccn1)=N\OC(=O)c1ccc(Cl)cc1
    -0.1	4	0	1	1	-7.7	4	7	3
- Cn1c(=O)c2c(ncn2CC(=O)OCC(=O)Nc2cccc(Cl)c2)n(C)c1=O
    0.3	-3	-1	3	-2	-0.9	-3	-4	2
- CC1CCCCC1NC(=O)NC(=O)COC(=O)c1cncc(Br)c1 (stereo unspecified)
    0.3	4	nt	0	-3	nt	-1	0	0
- Cc1occc1-c1nnc(SCC(=O)N(C)CCC#N)n1N
    -0.4	-2	2	0	-5	-0.8	3	2	0
- Cc1cccc(NC(=O)CN2CCc3cc4c(cc3C2)OCCCO4)c1
    -0.1	0	-1	2	1	2.0	18	1	36
- CC1=CC(C)C(C(=O)O)C(C(=O)N2CCN(C)CC2)C1 (stereo unspecified)
    0.3	4	1	3	-2	4.6	10	5	6
- Cc1ccc(N(C(=O)c2csnn2)C(C(=O)NC2CCCC2)c2ccccn2)c(C)c1 (stereo unspecified)
    -0.2	8	-5	3	-1	-0.1	4	10	4
- CC(=O)NCCOc1nc(N(C)C)nc(N(C)C)n1
    0.2	2	-3	0	-3	1.6	2	-1	-6
- CN(/N=C/c1ccc(C(C)(C)C)cc1)C1=NCCN1
    -0.1	-5	-2	0	4	-0.1	6	2	-2
- CSc1nsc(SCC(=O)NC2CCCCC2)n1
    -0.1	7	-1	1	1	1.7	-7	7	34
- COc1ccc(C2=NOC(C(=O)O)C2)cc1 (stereo unspecified)
    -0.1	1	4	4	0	1.3	10	4	-20
- CN(C)C(CNC(=O)c1ccc(NS(=O)(=O)c2ccc(F)c(F)c2)cc1)c1ccccc1 (stereo unspecified)
    0.1	-1	-2	0	-5	2.0	-1	-3	-15
- COc1ccc(N2CCN(S(=O)(=O)CCNC(=O)c3cc(=O)c4ccccc4o3)CC2)cc1
    0.0	2	2	0	1	0.5	-2	2	7
- COC(=O)C1=C(C)N=C2SC(C)C(=O)N2C1/C=C/c1ccccc1 (stereo unspecified)
    -0.1	1	3	0	-5	-2.6	5	-2	7
- NC(N)=NC(N)=Nc1ccc(O)cc1
    0.1	11	-2	13	-5	-1.5	-1	3	13
- CCOc1cc(CNn2nnnc2N)cc(Cl)c1OCC(=O)NC(C)(C)C
    -0.1	14	1	0	-1	-1.3	1	7	3
- N#Cc1cc(Cl)c(N2CCOCC2)cc1C#N
    -0.1	-3	1	0	3	-0.9	3	2	4
- CN(C)c1ccc(NC(=O)CC(NCc2ccccn2)C(=O)O)cc1 (stereo unspecified)
    0.1	5	8	2	2	-1.1	0	1	-6
- Cc1c(F)cccc1NS(=O)(=O)c1ccc2c(c1)NC(=O)CO2
    0.0	-2	-2	3	-6	1.3	5	6	7
- CC(=O)Oc1ccc(/C=N/NC2=NS(=O)(=O)c3ccccc32)cc1
    -0.1	5	5	1	2	2.8	4	1	4
- COc1ccc(C(=O)NCc2ccc(-c3nc4ccccc4s3)cc2)cc1OC
    0.0	1	3	1	-3	0.1	2	-2	2
- CCC1(c2ccccc2)NC(=O)N(Cc2cccc([N+](=O)[O-])c2)C1=O (stereo unspecified)
    0.0	1	-1	1	6	0.5	5	5	-7
- CSc1nc(Oc2cccc(C(F)(F)F)c2)cc(C(F)(F)F)n1
    0.2	-9	6	3	0	1.9	-12	5	10
- CCCOC(=O)CCCCC1SCC(NC(=O)OC)C1NC(=O)OC (stereo unspecified)
    0.0	6	3	0	2	0.9	0	1	5
- CCOc1ccccc1NC(=O)CCc1c(C)nn(-c2ccc(N3CCCCC3)nn2)c1C
    0.1	0	4	0	3	-2.7	5	1	5
- CCOC(=O)C1=C(C)N=C2c3ccccc3C(=O)C2C1c1ccccc1 (stereo unspecified)
    0.0	-3	4	2	-3	-0.8	9	2	4
- O=C(COC(=O)Cn1[nH]c(=O)c2ccccc2c1=O)NNC(=O)c1ccc(Br)cc1
    0.1	-14	nt	2	-2	nt	4	-7	6
- COc1ccc(/C=C(\NC(=O)c2ccc(C)cc2)C(=O)Nc2ccc(C(=O)O)cc2)cc1
    0.0	5	3	2	-2	0.4	-2	4	8
- Cc1ccccc1C1CC(c2cccs2)=NN1S(C)(=O)=O (stereo unspecified)
    0.0	3	0	3	0	1.3	2	4	-172
- CCCC(C(=O)Nc1ccc2c(C)cc(=O)oc2c1)c1ccccc1 (stereo unspecified)
    0.0	-12	0	0	-5	1.3	1	-6	-11
- Cc1cc(C)cc(NC(=O)COc2coc(CN3CCc4ccccc4C3)cc2=O)c1
    -0.1	-15	1	2	-2	0.3	4	-3	2
- COC(=O)c1cccnc1-n1c(=O)c2cccnc2n(Cc2cccc([N+](=O)[O-])c2)c1=O
    0.0	-2	1	1	-2	-1.9	4	-2	67*
- CC1CC(=O)NN=C1c1ccc(N(C)C)c([N+](=O)[O-])c1 (stereo unspecified)
    -0.2	0	4	0	-3	-1.3	6	5	9

(further entries)
Each structure is followed by: Efflux pump mplx	MCL1-BIM inh	Fam108B counter	GRK2 inh	PME-1 primary	MEX-5 binding	GLD-1 RNA inh	Bcl-xL primary	VLA-4 inh
- Cc1cc(N2C(=O)CC(Cc3ccccc3)C2=O)no1 (stereo unspecified)
    0.0	4	-1	0	4	1.9	7	8	21
- Cc1cc(=O)[nH]c(SCc2ccc(Cl)cc2Cl)n1
    0.1	7	-5	0	9	-0.5	-1	4	9
- Cc1ccc(OCC(O)Cn2c(=N)n(CCN3CCCCC3)c3ccccc32)cc1 (stereo unspecified)
    0.1	-3	6	0	-3	0.0	0	2	18
- CC(NC(=O)C1CCCN(S(=O)(=O)c2ccc(-n3cnnn3)cc2)C1)c1ccc(F)cc1 (stereo unspecified)
    0.2	-4	-1	2	0	1.2	5	2	5
- CC(C)Oc1ccc(/C(O)=C2/C(=O)C(=O)N(CCCn3ccnc3)C2c2cccnc2)cc1 (stereo unspecified)
    -0.1	-8	-2	2	5	-1.7	1	1	3
- N#Cc1ccccc1OCC(=O)NCCNC(=O)COc1ccccc1C#N
    0.0	-13	-4	0	4	1.7	0	-10	1
- c1ccc2c(c1)ncn2-c1ccc(-c2ccnc3ncnn23)cc1
    0.0	6	-2	0	-1	-2.0	-3	8	-1
- Cc1ccc(C2=NN(C(=O)CCCC(=O)O)C(c3ccco3)C2)cc1 (stereo unspecified)
    0.2	1	6	0	-5	-0.4	-1	7	-4
- CCOc1ncccc1C(=O)OCC(=O)c1ccc(Cl)s1
    0.3	-12	-7	0	-15	-0.8	4	-6	8
- Cc1onc(-c2ccccc2)c1C(=O)N/N=C(\N)COc1ccc(Cl)cc1
    0.0	7	-2	0	4	-0.8	10	0	-16
- COc1ccc(NC(=O)CCN=C2NS(=O)(=O)c3ccccc32)cc1S(=O)(=O)N(C)C
    0.1	1	nt	4	1	nt	3	2	7
- N#Cc1c(/N=C/c2cc3ccccc3s2)sc2c1CCC2
    0.2	6	1	0	-6	1.7	0	2	-11
- O=C(Cn1ccc(NC(=O)OCc2ccccc2)nc1=O)NCCCc1ccccc1
    -0.2	4	nt	2	-6	nt	8	2	-17
